Source: PubChem
TTR transcr act = activators of transthyretin transcription | 1.3% of 92,000 active | SH-SY5Y TTR promoter Gaussia luciferase, luminescence; 100% = recombinant luciferase protein wells | activation, % at 16.7 µM | AID 1117267;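 active means activation above the mean of all tested compounds plus 3 SD, cut at about 9.5% in these data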;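 further: cells exposed to compounds for one day before reading; 0% = median of all test compound wells on the plate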
An asterisk follows results filed as active.

TTR transcr act	Molecule
-0.3	CC(C)[C@H](NC(=O)[C@@H]1Cc2ccccc2CN1C(=O)OC(C)(C)C)C(=O)NCC1CCC(C(=O)O)CC1 (stereo not given in full)
-0.2	COc1ccc(-n2nc(C(=O)NCC(=O)N3CCN(Cc4ccccc4)CC3)c3ccccc3c2=O)cc1
7.3	O=C(Nc1nn[nH]n1)c1cc(-c2ccc(Cl)c(Cl)c2Cl)nc2ccccc12
0.6	COc1ccc(N2CCN(CCCn3cnc4c(OC)ncnc43)CC2)cc1
2.2	CC1CN(Cc2ccco2)C(=S)N(c2ccccc2)C1=O (stereo not given)
-1.3	Cc1ccc(S(=O)(=O)N2CCC(c3nc4c(nnn4Cc4ccccc4)c(=O)[nH]3)CC2)cc1
3.5	CC1CC1C(=O)OCC(=O)N(C)c1c(N)n(Cc2ccccc2)c(=O)[nH]c1=O (stereo not given)
-2.2	Cn1c(SCC(=O)N/N=C/c2ccc(O)c(O)c2)nc2ccccc21
2.5	NNC(=S)NC1CCCCCCCCCCC1
3.4	COc1cccc(-c2cnc(OC(C)(C)C)nc2OC(C)(C)C)c1
-0.8	COc1ccc(N2CCN(C(=O)c3ccc(C)c(NC(=O)c4ccco4)c3)CC2)cc1
-1.9	CC1CCCC(C)N1C(=O)CSCc1ccc(Cl)cc1 (stereo not given)
0.0	COc1ccc(-c2nn(-c3ccccc3)cc2CNC(=O)c2cccc([N+](=O)[O-])c2)cc1
-0.5	N=c1c2c(-c3ccccc3)c(-c3ccccc3)oc2ncn1CCCN1CCOCC1
-1.1	Cc1cc(C)nc(NS(=O)(=O)c2ccc(NC(=O)C3CC(=O)N(c4ccccc4)C3)cc2)n1 (stereo not given)
-1.1	O=C(Nc1ccccc1SCC1CSc2nc3ccccc3c(=O)n21)c1ccccc1Cl (stereo not given)
-0.5	Cc1nn(CCOc2cccc(Br)c2)c(C)c1[N+](=O)[O-]
0.2	COc1ccc(-n2c(SCC(=O)Nc3ccccc3)nc3c(c2=O)SCC3)cc1
-2.9	COCCNC(=O)c1cc2oc3ccccc3c2n1C
-2.6	CC(=O)NC(=S)Nc1sc2c(c1C(N)=O)CCC(C)C2 (stereo not given)
-6.5	CC(=O)Oc1ccc(N(C(C)=O)S(=O)(=O)c2cccs2)c2ccccc12
-0.1	CCOC1=C2CN(S(=O)(=O)c3ccc(C)cc3)[C@H](c3ccccc3)C[C@@H]2N(S(=O)(=O)c2ccc(C)cc2)[C@H](c2cccc(C)c2)C1
-0.2	CCN(CC)C(=O)c1sc(N)c(C(=O)OC(C)C)c1C
-0.6	CCOc1ccc(-c2[nH]ncc2-c2ccc(OC)c(OC)c2)c(O)c1
-1.6	O=C(NCCCN1CCc2ccccc2C1)Nc1ccc(Br)cc1

Next compounds follow:
TTR transcr act	Molecule
0.8	CCC(C)Sc1nc2c([nH]c3ccccc32)c(=O)n1C (stereo not given)
-2.3	Cc1cc(C)c2c(SC(C)C)nc(N)nc2n1
-1.0	Cc1cc(C)n(S(=O)(=O)/C=C/c2ccccc2)n1
1.4	COc1cc(CC(=O)OCC(=O)NC2CCCCC2)cc(OC)c1OC
-3.7	COC(=O)c1ccc(OCC(O)CN2C(=O)NC(C)(C)C2=O)cc1 (stereo not given)
-0.3	COc1cccc(OC)c1/C(O)=C(\C#N)c1nc2ccccc2[nH]1
-2.2	O=C(OCc1ccccc1)N1CCN(C(c2ccnc3ccccc23)c2nnnn2-c2ccc3c(c2)OCCO3)CC1 (stereo not given)
-0.2	Cc1ccc(-c2cc(C(=O)N3CCCCCC3)no2)cc1
-2.8	COc1ccccc1Nc1nnc(SCc2cc(=O)n3cc(C)ccc3n2)s1
-1.5	COc1ccc(/C=N\NC(=O)CNC(=O)C(c2ccccc2)c2ccccc2)cc1[N+](=O)[O-]
1.2	CCOc1ccc(C(=O)Nc2ccc3c(c2)C(=O)NC3=O)cc1
-0.7	Cc1ccc(S(=O)(=O)N2CCOC2CNC(=O)C(=O)NCCc2ccccc2)cc1 (stereo not given)
-0.3	Cc1ccc(-c2noc(CNC(=O)COc3ccccc3C)n2)cc1
-1.1	Cc1nn(-c2ccccc2)c(/N=C/c2ccc(O)cc2)c1-c1ccccc1
-11.0	C=C1C(=O)[C@@]23[C@H](O)C[C@@H]4C(C)(C)CC[C@H](O)[C@@]4(C)[C@@H]2CC[C@@H]1[C@H]3O
-2.0	CCOc1ccc(-n2c(C)c(C(C)=O)c3cc(O)ccc32)cc1
1.8	COc1ccc(CNCCS(=O)(=O)NCc2ccc(OC)cc2)cc1
-1.0	CN(N=Nc1ccccc1C(=O)O)C1CCCCC1
2.6	CCN(C(=O)COC(=O)c1ccc2c(c1)OCO2)c1ccc(F)cc1
-1.4	Cc1ccc(C(=O)/C=C/c2ccc3c(c2)OCO3)o1
0.3	CC(C)c1nc(SCC(=O)Nc2ccc3c(c2)OCO3)n[nH]1
-0.6	CCOC(=O)C1CCN(c2ncnc3c(C)csc23)CC1
2.0	CCC/C(O)=C1\C(=O)CCCC1=NCCc1c(C)[nH]c2ccc(C)cc12
-0.2	O=C(Nc1ccc2c(c1)OCCO2)C1CCN(S(=O)(=O)c2cccs2)CC1
0.1	O=C(CCCc1ccccc1)c1ccc2c(c1)OCCO2

Additional records follow:
TTR transcr act	Molecule
-1.0	CCCCc1c(-c2ccccc2OC)ncn1Cc1cccc(-c2ccccc2)c1
0.9	CN1C(=O)C(=O)N2C(=C[C@]3(c4c[nH]c5ccccc45)c4ccccc4N[C@H]23)C1=O
1.0	CS/C(N)=N/N=C/c1cc(C)ccc1O
1.4	COc1ccc(CC(=O)N2CCN=C2SC)cc1OC
1.0	COc1ccc(CNC(=O)CC2Sc3ccccc3NC2=O)cc1 (stereo not given)
-0.7	CC(C)Cc1ccc(C2=CSC3=NCCN23)cc1
4.3	CC(C)=C(NC(=O)c1ccccc1)C(=O)Nc1ccc(C(=O)O)cc1
3.8	COc1ccc(Cl)cc1C(=O)OCC(=O)c1c(N)n(C)c(=O)n(C)c1=O
1.4	CC1CN(C(=O)c2ccccc2Nc2ccc(SC(F)F)cc2)CC(C)O1 (stereo not given)
-2.7	COC(=O)C1CCN(CC(=O)Nc2sc3c(c2C#N)CCC3)CC1
-4.9	O=C(Nc1nc2ccc(F)cc2s1)C1CCN(S(=O)(=O)c2cc([N+](=O)[O-])ccc2Cl)CC1
1.3	COc1ccc(-n2nc(C(=O)NCc3ccco3)c3c4ccccc4n(C)c3c2=O)cc1
0.1	Cc1cc(C)n(CC(=O)Nc2ccccc2)n1
-1.9	COc1ccc(N2CC(C(=O)Nc3ccc([N+](=O)[O-])cc3Br)CC2=O)cc1 (stereo not given)
-0.7	Cc1ccccc1-c1cc(-c2ccccc2O)on1
2.0	O=C1CCC([N+](=O)[O-])C(c2cc3c(cc2Br)OCO3)N1 (stereo not given)
1.3	Cc1ccc(/C=N/N=C2/NC(=O)CS2)o1
-6.8	COC(=O)/C=C\C(=O)Nc1cccc([N+](=O)[O-])c1
-1.2	CON(C)S(=O)(=O)c1cccc(C(=O)Oc2ccc(N(C)S(=O)(=O)c3ccccc3)cc2)c1
3.7	COc1ccc(CCN2C(=O)c3cccc4cccc(c34)C2=O)cc1OC
-3.5	COc1c2occc2c(OC)c2c(=O)cc(C(F)(F)F)oc12
2.2	Cc1ccccc1NC(=O)NC1(C(=O)NCCCN2CCOCC2)CCCCC1
3.1	O=C(O)c1ccccc1C(=O)N1CCN(c2ncccn2)CC1
-1.1	Cc1ccc(-n2c(SCC(=O)Nc3cc(C)on3)nc3ccccc3c2=O)cc1
0.2	Cc1ccc(C2(c3noc(CN(C)Cc4cccnc4)n3)CCCC2)cc1

Next structures.
TTR transcr act	Molecule
3.6	CC(C)(C)c1ccc(C(=O)NNC(=S)NCC2CCCO2)cc1 (stereo not given)
3.6	COc1ccc(N2CCN(C(=O)C3CC(O)CN3S(=O)(=O)c3ccc([N+](=O)[O-])cc3)CC2)cc1 (stereo not given)
-2.3	Cc1ccc(-n2nc3c(=O)n(CC(=O)c4ccc(F)cc4)nc(C)c3c2C)cc1
-4.1	Clc1ccc(-c2nnc(CSc3nnc(-c4cccs4)n3Cc3ccccc3)o2)cc1
-0.5	Cc1cc(Br)ccc1Nc1nc(N)nc(N)c1N=O
0.0	O=C(O)C1C2C=CC(C2)C1C(=O)NCc1ccoc1 (stereo not given)
-1.1	CCC(C)c1ccccc1N1CC(C(=O)NCCC2=CCCCC2)CC1=O (stereo not given)
2.0	Cc1cccc(-c2sc(Nc3ccccc3)n[n+]2-c2ccccc2)c1
0.2	CCOC(=O)c1ccc(CNC(=O)C(Cc2c[nH]c3ccccc23)NC(C)=O)o1 (stereo not given)
8.5	CC(C)(C)OC(=O)N[C@@H](Cc1ccccc1)C(=O)N[C@@H](CO)[C@H](O)[C@@H]1C[C@@H]1C(=O)NC1CC1
-0.9	COCCNc1nnc(SCC(=O)NNC(=O)c2ccco2)s1
0.6	Cc1cc(C)cc(NC(=S)N(Cc2cccc(Br)c2)CC2CCC(C(=O)O)CC2)c1 (stereo not given)
0.3	CNC(=O)NC(=O)COc1ccc2oc3c(c2c1)CCCC3
2.3	O=C(c1ccco1)N1CCN(S(=O)(=O)c2cccs2)CC1
-0.2	CC1CN(Cc2ccccc2)C(=S)NC1=O (stereo not given)
-2.6	Fc1ccc(-c2nnc3ccc(N4CCc5ccccc5C4)nn23)cc1
0.3	CCOc1ccc(-c2cc(C(C)=O)c3n(c2=O)CCC3)cc1
-0.1	Cc1ccc(OCC(=O)Nc2ccc(-c3nnc(-c4ccco4)o3)cc2)cc1
-2.5	COc1ccc(-c2cn3cccnc3n2)cc1NC(=O)C(C)Oc1ccccc1 (stereo not given)
-0.8	CN(CC(=O)Nc1cccc(F)c1)C(=O)CCCn1c(=O)oc2ccccc21
-0.4	CCc1nnc(NC(=O)CSc2nnnn2C)s1
3.6	O=c1[nH]c(C2CCN(S(=O)(=O)c3ccccc3)CC2)nc2c1nnn2Cc1c(F)cccc1Cl
-0.3	O=C(COC(=O)c1ccccc1C(=O)c1ccccc1)Nc1cccc([N+](=O)[O-])c1
-4.4	CCOc1ccccc1NC(=O)c1cc(C(=O)c2cc(Br)ccc2O)coc1=N
4.2	c1ccc(Nc2nnc(-c3cccc4ccccc34)o2)cc1

Further entries
TTR transcr act	Molecule
4.9	O=C(c1cccc(NS(=O)(=O)c2ccc(Br)cc2)c1)N1CCN(c2ccccc2O)CC1
3.1	O=C(NCCC(=O)N1CCOCCOCCOCCOCC1)OCc1ccccc1
3.9	CNC(=O)c1[nH]cnc1C(=O)N[C@@H](C)C(=O)OC(C)(C)C
1.8	COc1cccc(C(=O)N2CCC(C(=O)NCc3ccco3)CC2)c1
-1.9	Cc1ccc(SCC(=O)NNC(=O)CNC(=O)c2ccccc2F)cc1
-1.2	CCn1c(=O)c(C(=O)Nc2ccccc2F)c(O)c2ccccc21
-0.8	Cc1nn(C)c(C)c1S(=O)(=O)N(CC(=O)N1CCc2ccccc21)c1ccc(C(C)C)cc1
1.1	Cc1ccc(S(=O)(=O)NCc2csc(-c3cccs3)n2)cc1
0.6	COc1cc(OC)cc(-c2cc3nc(C)c(CCC(=O)O)c(=O)n3[nH]2)c1
4.3	Nc1cc(=O)[nH]c(SCc2ccccc2Cl)n1
-1.6	O=C(NN=Cc1ccc2c(c1)CCC2)c1cccc([N+](=O)[O-])c1
-1.0	Cn1c(=O)c2[nH]c(N=NN3CCCCC3)nc2n(C)c1=O
0.1	C=CCn1c(Cc2csc(N)n2)nnc1SCc1ccc(C(=O)OC)cc1
3.1	Cc1c(NC(=O)c2coc(=O)c(Br)c2)c(=O)n(-c2ccccc2)n1C
-1.4	Cc1ccsc1/C=N/NC(=O)CNC(=O)c1ccc(S(=O)(=O)N2CCOCC2)cc1
-0.8	Nc1ncnc2c1cnn2C1CC(O)C(CO)O1 (stereo not given)
0.0	CCOC(=O)C1CCCN(C(=O)c2ccccc2NS(=O)(=O)c2ccc(F)cc2)C1 (stereo not given)
2.5	O=C(COCc1nc2ccccc2c(=O)[nH]1)NC1CCCC1
1.9	CC(C)c1ccccc1NC(=S)NCC1(N(C)C)CCCCC1
-0.7	CC1(C)NC(=O)N(CCCCOc2ccc(Cl)cc2C=O)C1=O
-2.9	COc1ccc(CNC(=O)CN(Cc2ccc(C)cc2)C(=O)c2csnn2)cc1
-2.3	Cc1cc(-c2ccccc2)nc(Oc2ccc(C(C)(C)C)cc2)c1S(C)(=O)=O
-1.8	COc1ccc(N2CCN(CCCn3c(=S)[nH]c4ncccc4c3=O)CC2)cc1
0.3	CCC(C)NC(=O)N[C@@H](CCSC)C(=O)OC (stereo not given in full)
1.5	CCC(C)NC(=O)Nc1ccc(Br)cc1 (stereo not given)

In the list so far, ten contain a nitro group on carbon:
TTR transcr act	Molecule
0.0	COc1ccc(-c2nn(-c3ccccc3)cc2CNC(=O)c2cccc([N+](=O)[O-])c2)cc1
-0.5	Cc1nn(CCOc2cccc(Br)c2)c(C)c1[N+](=O)[O-]
-1.5	COc1ccc(/C=N\NC(=O)CNC(=O)C(c2ccccc2)c2ccccc2)cc1[N+](=O)[O-]
-4.9	O=C(Nc1nc2ccc(F)cc2s1)C1CCN(S(=O)(=O)c2cc([N+](=O)[O-])ccc2Cl)CC1
-1.9	COc1ccc(N2CC(C(=O)Nc3ccc([N+](=O)[O-])cc3Br)CC2=O)cc1 (stereo not given)
2.0	O=C1CCC([N+](=O)[O-])C(c2cc3c(cc2Br)OCO3)N1 (stereo not given)
-6.8	COC(=O)/C=C\C(=O)Nc1cccc([N+](=O)[O-])c1
3.6	COc1ccc(N2CCN(C(=O)C3CC(O)CN3S(=O)(=O)c3ccc([N+](=O)[O-])cc3)CC2)cc1 (stereo not given)
-0.3	O=C(COC(=O)c1ccccc1C(=O)c1ccccc1)Nc1cccc([N+](=O)[O-])c1
-1.6	O=C(NN=Cc1ccc2c(c1)CCC2)c1cccc([N+](=O)[O-])c1

(more compounds)
TTR transcr act	Molecule
-0.8	O=C(NC1CCCC1)C1CCCN1C(=O)Nc1ccc(Cl)cc1 (stereo not given)
1.3	O=C(NNC(=O)c1ccccc1O)c1ccc(Br)cc1
-0.2	COc1ccc(N2C(=O)CN=C2Nc2nc(C)cc(C)n2)cc1
0.1	O=C(NCCc1ccc(Cl)cc1)c1ncn[nH]1
0.1	COC(=O)COc1cccc2c(=O)n(CC(=O)NCc3ccccc3)ccc12

Some of the compounds tested; rates above refer to the full screens.
